High-throughput results: PubChem, The Scripps Research Institute Molecular Screening Center
SRC1 TRFRET art: TR-FRET artefact, counter-screen to PPARgamma/SRC-1 agonist assay. TR-FRET detection artefact counter-screen, emission ratio; stronger effect = higher value. TR-FRET ratio at 8 µM. 0.34% of 99,000 active. AID 1051; in the data active = TR-FRET ratio above about 2300; also: inactives centre near 1800; reference of the scale not given here
SRC3 TRFRET art: flags TR-FRET format artefacts in PPARgamma SRC-3 recruitment agonist screen; TR-FRET artefact counter-screen, PPARgamma/SRC-3 format; stronger effect = higher value; TR-FRET ratio at 8 µM; 0.39% of 99,000 active; AID 1048; in the data active = TR-FRET ratio above about 2000; also: inactives centre near 1600; reference of the scale not given here
Active calls of the source: *. Not all compounds are listed; count on the stated rates, not on these rows.

SMILES | SRC1 TRFRET art | SRC3 TRFRET art
CCS(=O)(=O)N1CCN(c2cc3c(cc2[N+](=O)[O-])n(C)c(=O)n3C)CC1 | 1638 | 1494
O=C(O)/C=C/c1cn(Cc2ccccc2)nc1-c1cccs1 | 1695 | 1527
CCN(CC)S(=O)(=O)c1ccc(C(=O)NCCCn2ccnc2)cc1 | 1788 | 1518
COc1cc(/C=N/Nc2cccc(C)c2)ccc1OC(=O)c1cccs1 | 1420 | 1438
CCOC(=O)C1(C(F)(F)F)N=C(C(F)(F)F)Nc2ccc(F)cc21 (stereo not drawn) | 1835 | 1515
O=C(Cn1ccc([N+](=O)[O-])n1)N1CCCCCC1 | 1744 | 1692
CC(=O)N/N=C(\C)c1cccc(NC(=O)c2cccs2)c1 | 2072 | 1739
Cc1ccc(OCC(=O)Nc2ccc(S(=O)(=O)N3CCOCC3)cc2)c([N+](=O)[O-])n1 | 1782 | 1448
CC(=O)N(CN1C(=O)CCC1=O)c1ccc(Cl)c(Cl)c1 | 1760 | 1576
COc1ccc(NC(=O)C2CCCN(S(=O)(=O)c3c(C)n[nH]c3C)C2)cc1OC (stereo not drawn) | 1894 | 1678
CC(C)NC(=O)NC(=O)COC(=O)c1ncc(Cl)c(Cl)c1Cl | 1936 | 1724
Cc1cccc(C(=O)N[C@H](C(=O)Nc2nc3ccc(S(C)(=O)=O)cc3s2)C(C)C)c1 | 2067 | 1752
COc1ccc(NC(=O)C(OC)c2ccccc2)cc1Cl (stereo not drawn) | 2032 | 1780
CCOC(=O)c1ccccc1NC(=O)CSc1nc2ccccc2c(=O)[nH]1 | 1903 | 1586
Cc1ccc(Cn2ncc3c(N4CCN(CC#N)CC4)ncnc32)cc1 | 1863 | 1696
CC[n+]1c(/C=C/N(C)c2ccccc2)oc2ccc(F)cc21 | 1594 | 1712
C=CC[N+](C)(C)CCCNC(=O)/C=N/O | 1937 | 1843
COc1ccc(-c2c(C(C)=O)c(C)nc3sc4c(=N)n(N)cnc4c23)cc1 | 1688 | 1354
CCCCNC(=O)C(=O)N/N=C/c1ccc(C(=O)OC)cc1 | 1644 | 1659
O=C(NC(=S)Nc1cccnc1)c1cc2ccccc2o1 | 1916 | 1520
O=C(Nc1ccccc1[N+](=O)[O-])C1(c2ccccc2)CCOCC1 | 1639 | 1496
Cc1[nH]nc(SCC(=O)NCc2ccccc2)c1[N+](=O)[O-] | 1648 | 1528
COCCSc1ccccc1C(=O)Nc1ccc(Cl)cc1 | 1962 | 1530
Cc1onc(-c2ccccc2Cl)c1C(=O)N1CCN(Cc2ccc3c(c2)OCO3)CC1 | 1678 | 1462
O=C1c2ccccc2C(=O)N1Cc1cnc(N2CCN(c3ccccc3)CC2)s1 | 1737 | 1590

New compounds follow
SMILES | SRC1 TRFRET art | SRC3 TRFRET art
O=C(NCCn1cc(SCc2ccccc2)c2ccccc21)c1c(F)cccc1F | 1743 | 1905
Cc1ccsc1/C=N/Nc1cccc(C(=O)O)c1 | 1952 | 1390
COc1cc(NC(=O)C2=C(N3CCOCC3)/C(=C\c3ccc(N(C)C)cc3)CCC2)cc(OC)c1OC | 1597 | 1525
S=C(NCc1ccco1)NCC1CCCO1 (stereo not drawn) | 1653 | 1664
Cc1ccc(/C=C/C(=O)N2CCN(Cc3ccccc3)CC2)o1 | 1641 | 1388
O=C(CNc1cccc([N+](=O)[O-])c1)N/N=C/c1ccc([N+](=O)[O-])o1 | 1900 | 1488
NC(=O)CCC(NS(=O)(=O)c1ccc(Cl)cc1)C(=O)NCc1ccccc1 (stereo not drawn) | 1827 | 1335
CCOCc1[nH]c(=S)[nH]c(=O)c1Cc1ccc(OCC(C)C)cc1 | 1829 | 1762
O=C1NC(=O)C(CC(=O)N(Cc2ccco2)C2(C(=O)NC3CCCCC3)CCCCC2)N1 (stereo not drawn) | 1749 | 1358
CN(C)C(=O)c1ccc2c(c1)C1C3CCC(C3)C1C(c1ccccc1)N2 (stereo not drawn) | 1642 | 1612
O=C(CN(c1cccc(C(F)(F)F)c1)S(=O)(=O)c1ccc(Cl)c([N+](=O)[O-])c1)NCc1ccc(F)cc1 | 1691 | 1577
CN(C)S(=O)(=O)Oc1ccc(C(=O)Nc2ccc([N+](=O)[O-])cc2)cc1 | 1938 | 1577
COCCNC(=O)CN(C(=O)c1ccc(N2CCCC2)nc1)c1ccccc1 | 1959 | 1690
O=C(c1ccc(-n2c(SCc3cc(F)ccc3F)nc3ccccc3c2=O)cc1)N1CCOCC1 | 1735 | 1625
CC(C1CC1)N(C(=O)c1ccccc1[N+](=O)[O-])c1ccccc1 (stereo not drawn) | 1749 | 1692
CCNC(=O)NC(=O)C(C)OC(=O)C1CCN(S(=O)(=O)c2ccccc2C(=O)OC)CC1 (stereo not drawn) | 2010 | 1693
CCc1ccccc1NC(=O)COc1ccc2c(=O)c(Oc3cc(C)ccc3C)coc2c1 | 1775 | 1731
Cc1ccccc1CN1CCc2c(OCC(=O)N3CCCCC3)cccc2C1=O | 1775 | 1474
CC(=O)c1cccc(NC(=S)NC(=O)c2ccccc2C)c1 | 1952 | 1778
CCc1ccc(C2=NN(CCC(=O)NC(C)c3ccc4c(c3)OCCO4)C(=O)CC2)cc1 (stereo not drawn) | 1953 | 1577
O=C(COC(=O)/C=C/c1cccc(Cl)c1)NCCC1=CCCCC1 | 1929 | 1593
Cc1ccc(NC(=O)/C=C/c2ccc(Cl)cc2)nc1 | 1849 | 1515
O=Cc1ccc(-n2nncc2-c2ccc([N+](=O)[O-])cc2)cc1 | 1897 | 1643
Cc1ccc(Nc2nnc(SCC(=O)c3cc4ccccc4o3)s2)cc1C | 1643 | 1596
Cc1ccc(CN(Cc2ccco2)S(=O)(=O)c2ccc(S(=O)(=O)NCC3CCCO3)cc2)cc1 (stereo not drawn) | 1801 | 1735

Fetched by compound from the list above, 7 records:
SMILES | SRC1 TRFRET art | SRC3 TRFRET art
CCNC(=O)NC(=O)C(C)OC(=O)C1CCN(S(=O)(=O)c2ccccc2C(=O)OC)CC1 (stereo not drawn) | 2010 | 1693
Cc1ccc(Nc2nnc(SCC(=O)c3cc4ccccc4o3)s2)cc1C | 1643 | 1596
Cc1ccc(CN(Cc2ccco2)S(=O)(=O)c2ccc(S(=O)(=O)NCC3CCCO3)cc2)cc1 (stereo not drawn) | 1801 | 1735
CCc1ccc(C2=NN(CCC(=O)NC(C)c3ccc4c(c3)OCCO4)C(=O)CC2)cc1 (stereo not drawn) | 1953 | 1577
O=C(NCCn1cc(SCc2ccccc2)c2ccccc21)c1c(F)cccc1F | 1743 | 1905
O=Cc1ccc(-n2nncc2-c2ccc([N+](=O)[O-])cc2)cc1 | 1897 | 1643
Cc1ccsc1/C=N/Nc1cccc(C(=O)O)c1 | 1952 | 1390

2 neighbouring entries already listed, for reference:
SMILES | SRC1 TRFRET art | SRC3 TRFRET art
Cc1ccc(Nc2nnc(SCC(=O)c3cc4ccccc4o3)s2)cc1C | 1643 | 1596
Cc1ccc(CN(Cc2ccco2)S(=O)(=O)c2ccc(S(=O)(=O)NCC3CCCO3)cc2)cc1 (stereo not drawn) | 1801 | 1735

Other structures:
SMILES | SRC1 TRFRET art | SRC3 TRFRET art
CN1C(=O)c2ccc(NC(=S)NC(=O)C(C)(C)C)cc2C1=O | 1955 | 1654
OCCC1CN(Cc2ccon2)CCN1Cc1ccc(F)c(F)c1 (stereo not drawn) | 1557 | 1521
CCC(=O)Nc1ccc(Nc2nc(C)c([N+](=O)[O-])c(Nc3ccc(NC(=O)CC)cc3)n2)cc1 | 1711 | 1380
Cc1cc(C)cc(OCC(=O)NNC(=O)CCN2C(=O)c3ccccc3C2=O)c1 | 1946 | 1639
Cc1nnc(SCCN2CCOCC2)n1C | 1968 | 1588
Cc1ccc(N(C(=O)CCC(=O)Nc2cc(C)on2)C(C(=O)NC2CCCC2)c2ccccc2)cc1 (stereo not drawn) | 1798 | 1508
CC(/C=N/NC(=O)Cn1nccc1C)=C\c1ccc(C(C)C)cc1 | 1689 | 1515
O=C(NCC1CCCO1)C(c1ccc(F)cc1)N(C(=O)Cn1nnc(-c2ccc(F)cc2)n1)c1cccc(O)c1 (stereo not drawn) | 1566 | 1582
Cc1ccc(C)c2[nH]c(=O)c(CCNC(=O)c3cc4ccccc4o3)cc12 | 1601 | 1348
COc1ccc(-n2nc3c(c2NC(=O)c2ccc(S(=O)(=O)N4CCOCC4)cc2)CS(=O)C3)cc1 (stereo not drawn) | 1495 | 1358
NC(=O)c1sc(=S)n2c1[nH]c(=O)c1sccc12 | 2005 | 1584
COc1ccc(OC)c(-n2c(-c3cccc(S(=O)(=O)N(C)C)c3)n[nH]c2=S)c1 | 1854 | 1651
O=C(O)c1ccc(NS(=O)(=O)c2ccc3c(c2)C(=O)c2cc(S(=O)(=O)Nc4ccc(C(=O)O)cc4)ccc2-3)cc1 | 1652 | 1461
CCOc1ccccc1N1CCN(C(=O)c2c(-c3ccccc3Cl)noc2C)CC1 | 1833 | 1669
COc1cccc(/C=N/NC(=O)Cn2ccnc2C)c1 | 1836 | 1338
COc1ccc2c(c1OC)C(=O)OC2Nc1nc(-c2cc3ccccc3oc2=O)cs1 (stereo not drawn) | 1751 | 1557
COc1ccc(Cl)cc1NC(=O)C1COc2ccccc2O1 (stereo not drawn) | 1633 | 1606
O=[N+]([O-])c1ccc(C[n+]2cccc3c4ccccc4ccc32)cc1 | 1613 | 1749
CCn1c2ccccc2c2cc(NC(=O)COc3ccccc3OC)ccc21 | 1899 | 1689
CCc1ccc2c(c1)C(=O)c1ccccc1C2=O | 1846 | 1633
COCc1nnc(NC(=O)c2ccc(OC)cc2OC)s1 | 1875 | 1379
Cn1c(CCC(=O)OCC(=O)Nc2ccc(Oc3ccccc3)cc2)nc(=O)c2ccccc21 | 1529 | 1651
Cc1ccc(NC(=O)C2CCN(S(=O)(=O)c3cnc[nH]3)CC2)cc1C | 1689 | 1594
Clc1ccc2nnc(Cl)n2n1 | 1963 | 1525
Cc1ccc(NC(=O)COc2ccc(/C(N)=N/O)cc2)cc1C | 1942 | 1626

Next records:
SMILES | SRC1 TRFRET art | SRC3 TRFRET art
Cn1c(=O)c2ncn(CC(=O)Nc3nc(-c4ccc(Cl)cc4)cs3)c2n(C)c1=O | 1758 | 1517
CCOC(=O)c1nn(-c2ccc(OCC)cc2)c(C)c1C(C)=O | 1718 | 1494
Cc1cc(Cl)ccc1OCCCC(=O)NCc1ccncc1 | 1519 | 1398
CCOC(=O)C1CCN(C(=S)Nc2cccc(C)c2C)CC1 | 1833 | 1581
O=C(O)COc1c(Cl)cc(/C=C2/NC(=O)NC2=O)cc1Br | 1832 | 1508
O=C1/C(=C/c2cccnc2)N=C2CCCCCN12 | 1637 | 1598
CCC(C)NC(=O)C(=O)NC1CCCC1 (stereo not drawn) | 1901 | 1680
Cc1c(Cl)cccc1-n1c(-c2cccnc2)n[nH]c1=S | 1641 | 1486
Cc1cc(N2C(=O)C3C4CC(c5ccccc5)C(C4)C3C2=O)no1 (stereo not drawn) | 1872 | 1574
Cc1sc2nc(SCC(=O)N3CCOCC3)[nH]c(=O)c2c1C | 1970 | 1632
CC(C)NS(=O)(=O)c1ccc(OCC(=O)NC(C)c2ccccc2)cc1 (stereo not drawn) | 1816 | 1560
CCOC(=O)C(C)Sc1nc2c(c(-c3cccs3)c1C#N)CCC2 (stereo not drawn) | 1894 | 1517
CNc1ccccc1C(C)(C)c1cc(-c2cccc(OC)c2)no1 | 1858 | 1683
COc1ccc(OC)c(N/C(C)=C/C(=O)c2ccccc2)c1 | 1616 | 1288
Cc1nn(-c2ccccc2)cc1C(=S)Nc1ccccc1 | 1827 | 1530
Cc1cccc(NC(=O)NC(=O)c2ccccc2)n1 | 1707 | 1533
O=[N+]([O-])c1ccc2[nH]c3c(c2c1)CCCC3O (stereo not drawn) | 2066 | 1414
C=CCN(CC=C)C(=S)NC(=O)/C=C/c1ccccc1 | 1822 | 1659
O=C(O)CCn1cc(C2CC(c3ccccc3)=NN2c2ccccc2)c(-c2ccccc2)n1 (stereo not drawn) | 1881 | 1397
Nc1nc2ccc(C(=O)NCCOC(=O)C3CCCCC3)cc2s1 | 1861 | 1754
CN(/N=C/c1ccc2c(c1)OCO2)c1nc(N2CCOCC2)nc(N2CCOCC2)n1 | 1631 | 1740
CCc1ccc(S(=O)(=O)NCc2csc(-c3cccnc3)n2)s1 | 1564 | 1449
O=C(/C=C/c1ccc(Cl)c([N+](=O)[O-])c1)Nc1cccc(NC(=O)c2ccco2)c1 | 1796 | 1443
COc1ccc(-c2cc(=O)c3cc(OC)ccc3[nH]2)cc1 | 1700 | 1552
Cc1ccc(-c2nnc(Nc3ccc4c(c3)OCO4)c3ccccc23)cc1S(=O)(=O)NCCO | 1927 | 1702

Single records, from the list above.
Cc1nn(-c2ccccc2)cc1C(=S)Nc1ccccc1 as listed: SRC1 TRFRET art: 1827; SRC3 TRFRET art: 1530
CCOC(=O)c1nn(-c2ccc(OCC)cc2)c(C)c1C(C)=O as listed: SRC1 TRFRET art: 1718; SRC3 TRFRET art: 1494
CCC(C)NC(=O)C(=O)NC1CCCC1 (stereo not drawn) as listed: SRC1 TRFRET art: 1901; SRC3 TRFRET art: 1680

Other compounds follow:
SMILES | SRC1 TRFRET art | SRC3 TRFRET art
Cc1ccc(CSc2nnc(SCC(=O)N/N=C/C=C/c3ccccc3[N+](=O)[O-])s2)cc1 | 1768 | 1473
COc1cccc(C2CC(c3cccs3)=NN2C(=O)CSc2nc3ccccc3s2)c1OC (stereo not drawn) | 2126 | 1764
CCCCNC(=S)N/N=C/c1ccccc1F | 1806 | 1562
CCCCC(=O)Oc1cc(C)[nH]c(=O)c1[N+](=O)[O-] | 1888 | 1534
O=C(Nc1cccc([N+](=O)[O-])c1)Nc1ccc2c(c1)OCCO2 | 1743 | 1329
O=C(NC(=S)NCc1ccccc1)c1ccc2c(c1)OCO2 | 1676 | 1249
O=C(CN(C1CCCCC1)S(=O)(=O)c1ccc(Cl)cc1)NCCCO | 1581 | 1820
